Source: PubChem BioAssay (Vanderbilt High Throughput Screening Facility)
Cav32 inh: inhibitors of human Cav3.2 T-type calcium channel; Cav3.2-expressing cells, Fluo-4 calcium fluorescence FDSS; stronger effect = lower value; B-score at 10 µM; actives 4% (n = 100,000); O95180; AID 449739;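 active = single-dose well whose peak fluorescence ratio is a statistical outlier from its plate by either plate-standardised score or position-corrected B-score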
Target sequence (O95180 whole entry, looked up): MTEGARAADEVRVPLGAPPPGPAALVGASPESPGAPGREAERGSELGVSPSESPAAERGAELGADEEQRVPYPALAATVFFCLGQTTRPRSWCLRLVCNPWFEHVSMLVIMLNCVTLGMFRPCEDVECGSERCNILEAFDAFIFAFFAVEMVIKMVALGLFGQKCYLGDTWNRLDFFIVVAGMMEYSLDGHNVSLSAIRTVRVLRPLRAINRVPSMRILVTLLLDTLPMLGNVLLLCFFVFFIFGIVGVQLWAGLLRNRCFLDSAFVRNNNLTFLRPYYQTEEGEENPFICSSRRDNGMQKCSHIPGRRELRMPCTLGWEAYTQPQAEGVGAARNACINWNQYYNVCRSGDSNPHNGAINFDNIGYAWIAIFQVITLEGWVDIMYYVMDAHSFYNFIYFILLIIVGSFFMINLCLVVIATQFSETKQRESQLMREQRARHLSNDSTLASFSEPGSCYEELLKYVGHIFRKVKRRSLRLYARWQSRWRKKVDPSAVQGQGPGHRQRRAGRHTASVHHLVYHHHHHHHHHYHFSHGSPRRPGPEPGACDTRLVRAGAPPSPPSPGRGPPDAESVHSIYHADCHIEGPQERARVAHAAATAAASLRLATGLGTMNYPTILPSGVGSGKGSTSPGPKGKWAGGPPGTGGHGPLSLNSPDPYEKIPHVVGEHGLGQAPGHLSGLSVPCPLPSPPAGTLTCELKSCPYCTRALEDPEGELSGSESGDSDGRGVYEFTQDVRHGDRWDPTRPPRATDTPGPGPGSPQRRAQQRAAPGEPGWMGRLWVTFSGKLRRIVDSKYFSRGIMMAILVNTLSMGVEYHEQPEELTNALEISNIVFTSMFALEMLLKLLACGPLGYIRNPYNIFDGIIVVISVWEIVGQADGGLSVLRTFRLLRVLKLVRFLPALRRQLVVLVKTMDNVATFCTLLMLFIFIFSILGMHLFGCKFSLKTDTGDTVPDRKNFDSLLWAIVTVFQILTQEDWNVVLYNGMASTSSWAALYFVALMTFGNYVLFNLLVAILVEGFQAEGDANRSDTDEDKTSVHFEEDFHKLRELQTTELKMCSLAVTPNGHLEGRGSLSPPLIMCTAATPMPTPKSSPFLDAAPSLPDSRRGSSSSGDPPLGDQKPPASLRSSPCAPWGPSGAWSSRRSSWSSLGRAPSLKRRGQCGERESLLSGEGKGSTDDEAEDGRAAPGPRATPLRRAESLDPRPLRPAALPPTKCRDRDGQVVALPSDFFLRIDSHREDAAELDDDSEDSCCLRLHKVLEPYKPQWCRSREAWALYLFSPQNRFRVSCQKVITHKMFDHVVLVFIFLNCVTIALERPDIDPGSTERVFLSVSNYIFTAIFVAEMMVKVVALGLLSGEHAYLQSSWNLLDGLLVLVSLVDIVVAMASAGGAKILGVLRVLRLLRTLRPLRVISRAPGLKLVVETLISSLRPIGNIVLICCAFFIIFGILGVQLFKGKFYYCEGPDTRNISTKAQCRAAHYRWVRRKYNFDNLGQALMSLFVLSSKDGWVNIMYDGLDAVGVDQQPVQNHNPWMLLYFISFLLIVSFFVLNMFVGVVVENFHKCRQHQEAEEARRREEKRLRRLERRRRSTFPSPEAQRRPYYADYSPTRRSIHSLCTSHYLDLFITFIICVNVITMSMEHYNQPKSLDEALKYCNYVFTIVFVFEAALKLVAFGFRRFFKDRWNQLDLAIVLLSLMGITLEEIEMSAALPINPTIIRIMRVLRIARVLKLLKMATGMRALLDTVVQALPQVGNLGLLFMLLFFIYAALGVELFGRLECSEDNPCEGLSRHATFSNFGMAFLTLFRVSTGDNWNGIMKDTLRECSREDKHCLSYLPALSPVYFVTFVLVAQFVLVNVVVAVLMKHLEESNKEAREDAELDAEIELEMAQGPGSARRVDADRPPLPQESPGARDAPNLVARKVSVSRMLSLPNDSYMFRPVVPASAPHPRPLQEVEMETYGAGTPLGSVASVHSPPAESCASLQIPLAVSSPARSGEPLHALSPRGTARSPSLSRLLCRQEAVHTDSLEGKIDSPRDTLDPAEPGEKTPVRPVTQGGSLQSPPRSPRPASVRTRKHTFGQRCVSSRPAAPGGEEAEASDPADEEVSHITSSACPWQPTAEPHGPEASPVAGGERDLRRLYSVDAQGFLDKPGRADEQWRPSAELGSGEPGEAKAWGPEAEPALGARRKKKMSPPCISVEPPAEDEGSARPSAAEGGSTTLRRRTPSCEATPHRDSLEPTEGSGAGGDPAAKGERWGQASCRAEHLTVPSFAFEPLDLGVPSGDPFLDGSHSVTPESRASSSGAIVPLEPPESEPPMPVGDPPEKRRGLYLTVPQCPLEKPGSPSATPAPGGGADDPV
* hit, by the source's call. Some of the compounds tested, so the mix of outcomes need not match the whole.

SMILES	Cav32 inh
O=C(/C=C/c1ccccc1)NC(NC(=S)Nc1cc(Cl)ccc1Cl)C(Cl)(Cl)Cl (stereo not given)	-1.7
CCCCN(C)CCCNC(=O)c1ccc(N2CCCC2=O)cc1	-2.8
COc1ccccc1C(=O)Nc1cc(Cl)ccc1O	-0.47
CCCc1[nH]n(-c2ccc([N+](=O)[O-])cc2)c(=O)c1C=NCCc1c[nH]c2ccccc12	1.1
Cc1cc(OCC(O)CN2CCN(CCO)CC2)ccc1C(C)C (stereo not given)	0.84
CC1CCCC(C)N1C(=O)Cc1ccccc1 (stereo not given)	0.99
CCCCn1c(SCC(=O)c2cc(OC)ccc2OC)nc2cc(S(N)(=O)=O)ccc21	0.44
CC1CCCCC12NC(=O)N(CC(=O)Nc1ccc(S(=O)(=O)N3CCOCC3)cc1)C2=O (stereo not given)	-0.45
COc1cc(=O)n(C)c2c(O)cccc12	0.34
c1ccc(-c2ccn3nnnc3n2)cc1	-0.45
N#CC12CCCCC1CC1CCCCC1(C#N)N2Cc1cccnc1 (stereo not given)	0.19
CCOc1ccc(-c2nnc(-c3snc(-c4ccc(F)cc4)c3N=CN(C)C)o2)cc1	-0.6
O=C(O)c1ccc(S(=O)(=O)NC2CCCCC2)cc1	-1
COc1cc(-c2nnc3sc(C4CCCCC4)nn23)cc(OC)c1OC	-0.65
CNCc1cc2ccc(C)cc2[nH]c1=O	-0.4
c1cc(C(c2nnnn2C2CCCCC2)N2CCN3CCCC3C2)ccn1 (stereo not given)	0.39
Cc1nnc(Nc2ccc3c(c2)OCO3)c2ccccc12	-0.018
CCN(CC)CCCNC(=O)c1c(O)c2c([nH]c1=O)CCCC2	-1.7
c1ccc(-c2cn3c4c(sc3n2)CCCC4)cc1	-1.1
CCc1ccc2c(CN3CCc4ccccc43)cc(=O)oc2c1	-2.6
Cc1cc(C)n(Cc2ccc(Cl)cc2Cl)c(=O)c1S(=O)(=O)c1ccccc1	-4.3*
N#Cc1cn(CCOc2ccccc2F)c2ccccc12	-2.7
O=C(CSCc1cnn(-c2ccccc2)c1-n1cccc1)NCCN1CCOCC1	0.53
Cc1ccc(NC(=O)c2cc(Cl)nc3ccccc23)cc1	0.64
COCc1cc(=O)n2[nH]c(SCc3ccccc3)nc2n1	-0.045

Laid out differently: results already given
c1cc(C(c2nnnn2C2CCCCC2)N2CCN3CCCC3C2)ccn1 (stereo not given)
  Cav32 inh: 0.39
Cc1nnc(Nc2ccc3c(c2)OCO3)c2ccccc12
  Cav32 inh: -0.018

Rewritten with values ahead of the structure: 7 of the compounds above.
Cav32 inh	SMILES
0.99	CC1CCCC(C)N1C(=O)Cc1ccccc1 (stereo not given)
0.44	CCCCn1c(SCC(=O)c2cc(OC)ccc2OC)nc2cc(S(N)(=O)=O)ccc21
-0.45	CC1CCCCC12NC(=O)N(CC(=O)Nc1ccc(S(=O)(=O)N3CCOCC3)cc1)C2=O (stereo not given)
0.34	COc1cc(=O)n(C)c2c(O)cccc12
-0.45	c1ccc(-c2ccn3nnnc3n2)cc1
0.19	N#CC12CCCCC1CC1CCCCC1(C#N)N2Cc1cccnc1 (stereo not given)
-0.6	CCOc1ccc(-c2nnc(-c3snc(-c4ccc(F)cc4)c3N=CN(C)C)o2)cc1

(more compounds)
SMILES	Cav32 inh
COc1ccc(CNc2nc(SCC(=O)NCc3ccco3)nc3ccccc23)cc1	-3.5
O=C(c1ccco1)N1CCN(S(=O)(=O)c2ccc(Br)s2)CC1	-1.7
CCCCN(CCCC)c1cc(C)nc(-c2ccccc2O)n1	0.0084
O=C(CCNS(=O)(=O)c1cccs1)Nc1ccccc1F	-0.33
COCCNCCOCCOc1cccc(OC)c1	0.46
CCOC(=O)c1c(C)c(C(=O)NCc2ccccn2)c(C)n1C	0.25
Cc1ccc(CNC(=O)C2CCCN(S(=O)(=O)c3cccnc3)C2)cc1 (stereo not given)	0.64
Cc1cc(=O)[nH]c(COc2ccccc2)n1	-0.073
c1ccc(Cn2nnc3c(N4CCc5ccccc54)ncnc32)cc1	1.5
CC1(C)O[C@@H]2C[C@H]3[C@@H]4CCC5=CC(=O)C=C[C@]5(C)[C@@]4(F)[C@@H](O)C[C@]3(C)[C@]2(C(=O)CO)O1	0.43
CC(=O)c1ccc(NC(=O)CSC(C)C)cc1	0.46
CCCCn1nnnc1SCC(=O)Nc1ccc(C)cc1	0.084
CC(=O)OC(/C(O)=C(\C#N)c1nc2ccccc2[nH]1)c1ccccc1 (stereo not given)	0.34
Nc1c(C(=O)c2ccccc2)oc2ccc(Br)cc12	-0.8
Cc1ccc(C(c2sc3nc(C)nn3c2O)N2CCN(c3ccc(F)cc3)CC2)cc1 (stereo not given)	-2.9
CC(C)(C)c1sc(N)nc1-c1ccccc1	0.11
CCOC(=O)c1ccc(NC(=O)CCc2nc(-c3ccccc3)no2)cc1	-2.5
O=C(O)C1Cc2ccccc2CN1C(=O)c1ccccc1 (stereo not given)	0.42
CCCC(C)NC(=O)c1nc(-c2ccccc2)n(-c2ccccc2)n1 (stereo not given)	-4.9*
CC(C)(C)OC(=O)CNC(=O)c1nc[nH]c1C(=O)NCC(=O)OC(C)(C)C	0.98
Cc1cc(C)nc(SC(C)C(=O)O)n1 (stereo not given)	2
CCC1=C(OC(=O)N(CC)CC)N2C(=O)OC(=NCC3CC3)[C@]2(Cc2ccccc2)[C@H]2C1=CC[C@H]1C(=O)N(CC)C(=O)[C@H]12	-0.54
COC(=O)c1ccccc1NC(=O)Cn1cnc2ccc(S(=O)(=O)N3CCC(C)CC3)cc2c1=O	-1.3
COC(=O)c1ccc(CN2[C@H](C(=O)OC)C[C@@]3(O)[C@@H](O)[C@@H](O)[C@@H](O)C[C@@H]23)cc1	0.78
CCn1nc(C)c(/C=C2\CCCC3=C2OC(N)=C(C#N)C3c2c(C)nn(CC)c2C)c1C (stereo not given)	-1.5
Cc1cc(C)n2nc(SCC(=O)N/N=C/c3ccc(F)cc3)nc2n1	-0.28
C/C(=N\NC(=O)CSCc1ccccc1Cl)c1cccc(NC(=O)c2ccccc2)c1	-0.34
COCCSc1nc2sc3c(c2c(=O)n1-c1ccccc1)CCN(C)C3	1.5
CCOc1cc(S(=O)(=O)Nc2ccccc2CC)ccc1Cl	-5.8*
C=C(C)Cn1c(-c2ccccc2)nc2ccccc21	-4.1*
Cc1nc(NS(=O)(=O)c2ccc(Br)cc2)c2c3c(sc2n1)CCC3	-4.6*
CCOc1ccc2nc(NC3=NC(C)(C)C=C(C)N3)nc(C)c2c1	-1.2
COc1ccc(S(=O)(=O)NCCSc2ccc(C)cc2)cc1OC	-2.2
O=C(COC(=O)C1CCC1)Nc1ccc(OC(F)F)cc1	0.48
CCN(c1ccccc1)S(=O)(=O)c1ccc(F)c(C(=O)O)c1	-0.29
COc1ccc(C2CC(=O)c3c(C)nc(N4CCN(Cc5ccccc5)CC4)nc3C2)cc1OC (stereo not given)	-3.8
CCC(C)C(NC(=O)c1ccccc1NC(=O)c1ccc(OC)cc1)C(=O)NCc1ccco1 (stereo not given)	0.58
NC(=O)C1CCN(CC(=O)NCc2ccccc2)CC1	0.19
COc1ccc(N/C=C(\C#N)c2nc3ccccc3n2C)c(OC)c1	-0.92
NCCCC[C@@H](C(=O)N1CCNCC1)n1cc([C@@H](N)CO)nn1	0.34
N#Cc1c(Nc2ccccc2)c(C=NCCN2CCOCC2)c[nH]c1=O	0.11
CCOc1ccc(NC(=O)c2ccc(C#CC(C)(C)O)cc2)cc1	0.54
O=C(NCc1ccc2c(c1)OCO2)C1CCN(c2ncccn2)CC1	0.37
O=C(NCC(=O)N(CC1CCCO1)C(C(=O)NC1CCCC1)c1ccc(F)cc1)c1ccco1 (stereo not given)	1.1
CCCCCSc1nc2c(c(=O)[nH]c(=O)n2C)n1CC	0.54
COC(=O)C1=C(C)NC(C)=C(C(=O)OC)C1c1cn(-c2ccccc2)nc1-c1ccco1	-2.2
Cc1cc(C)n2[nH]c(=O)c(N=Nc3ccccc3)c2n1	0.65
CNC[C@H](O)c1ccc(O)c(O)c1	0.41
CN(C)/C=N/C(=S)Nc1ccccc1F	-0.088
COc1cc(C2C(C(=O)OCCC#N)=C(C)NC3=C2S(=O)(=O)c2ccccc23)cc(OC)c1OC (stereo not given)	-0.035

(cont.)
SMILES	Cav32 inh
O=C(NCc1ccccc1)c1cc(-c2cccs2)on1	-0.44
Cc1nc2ccccn2c1-c1nnco1	0.4
COc1ccccc1N1CCN(C(=O)CSc2nc(C)c(Cc3ccccc3)c(=O)[nH]2)CC1	-3
CON(C)c1nc(OCCNC(=O)OCc2ccc(Cl)cc2C)nc(N(C)C)n1	-1.4
N=c1nc(N)nc2n1NC(c1ccc(F)cc1)=CS2	0.38
CC1(C)C(=O)C2(C(=O)NCc3ccccc3)CCC1C2 (stereo not given)	1
CCOC(=O)c1cc2n(n1)C(C(F)(F)C(F)(F)F)CC(C)N2 (stereo not given)	-0.32
CCOc1ccccc1N1CCN(C(=O)c2cc3c(s2)CCC3)CC1	-0.77
O=C(OCCN1C(=O)c2ccccc2C1=O)c1cc(=O)[nH]c2ccccc12	0.85
COc1nc(C)nc2c1sc1nc3c(cc12)COC(C)(C)C3	0.39
COc1cc(NS(=O)(=O)c2ccc(Br)s2)cc(OC)c1	-5.8*
CCC(c1nnnn1CCOC)N(Cc1cc2cc(C)c(C)cc2[nH]c1=O)CC1CCCO1 (stereo not given)	0.11
Cc1cc(C)n(-c2nc3ccccc3c(=O)n2OCC(N)=O)n1	-0.43
Cc1cc(C)c(C#N)c(SC(F)F)n1	0.15
COc1ccc(-c2nc3ccccc3n2CCC(C)C)cc1OC	-6.9*
CCCc1[nH]nc2c1C1(CCN(C(=O)OCc3ccccc3)CC1)C(C#N)=C(N)O2	0.67
Cc1ccc(N(C)S(=O)(=O)c2cccc(C(=O)NC3=NCCS3)c2)cc1	-0.22
CC(Sc1nc2ccccc2c(=O)n1Cc1ccco1)C(=O)c1ccccc1 (stereo not given)	-4.2*
CCCCCc1c(C)nc(N2CCOCC2)[nH]c1=O	0.67
Cc1cccc2cc(COC(=O)c3ccccc3)c(=O)[nH]c12	-0.058
O=S(=O)(c1ccc(Cl)cc1)c1cnc(-c2cccnc2)nc1-c1ccccc1	-0.13
O=C(CCCSc1nc2ccccc2[nH]1)NC1=NCCS1	0.87
COC(=O)c1scc(C)c1N/N=C(\C)c1cc(F)c(Cl)cc1F	-0.52
O=C(Nc1ccccc1)N(Cc1ccccc1)CC(O)C(F)(F)F (stereo not given)	0.28
CCn1c(CNc2ccc(C)cc2C)nnc1SCC(=O)N1CCCc2ccccc21	-2.4
COc1cc(C)nc(Oc2ccc(OCc3ccccc3)nn2)n1	0.18
COc1ccc(CCNC(=O)COc2ccc(S(=O)(=O)NC(C)C)cc2Cl)cc1OC	0.034
Cc1ccc2[nH]c(=O)c(COC(=O)C3CCCO3)cc2c1 (stereo not given)	0.093
COC(=O)C1=C(C)NC(C)=C(C(=O)OC)C1/C=C/c1ccccc1	0.065
COc1cccc(-c2nc(NCC3CCCO3)c3ccccc3n2)c1O (stereo not given)	1.7
CC(=O)CC1(O)C(=O)N(CN2CCN(c3ccccc3)CC2)c2ccccc21 (stereo not given)	0.71
COc1ccc(Cc2nnc(NC(=O)c3ccco3)s2)cc1OC	1
CCC1CCCCN1C(=O)c1cc(-c2ccc(Cl)c(Cl)c2)on1 (stereo not given)	-0.7
CCOc1ccc(NS(=O)(=O)c2ccc(N)cc2)cc1	-0.28
Cc1nnc(SCC(=O)Nc2cccc(C(F)(F)F)c2)[nH]c1=O	-0.93
COc1ccc(Br)cc1C1NC(=O)NC(C)=C1C(=O)N(C)C (stereo not given)	0.5
COc1ccc(-c2ncncc2-c2csc(C)n2)c(O)c1OC	1.6
Cc1nc(NC2CCCC2)sc1C(=O)N(C)C	0.058
O=C(NCCc1ccccc1)c1ccc(CS(=O)(=O)Cc2ccccc2F)o1	0.31
COC(=O)c1cc(NC2c3ccccc3C(=O)N2Cc2ccco2)cc(C(=O)OC)c1 (stereo not given)	-0.03
CCCC(=O)NC(=S)Nc1ccccc1C(F)(F)F	-0.63
Cc1cc2nc(C3CCN(Cc4nnnn4Cc4cccs4)CC3)[nH]c2cc1C	-0.9
COc1ccccc1NC(=S)NC(=O)C(C)(C)C	-0.12
[C-]#[N+][C@H](O[C@@H]1O[C@H](CO)[C@@H](O)[C@H](O)[C@H]1O)c1ccccc1	-5.7*
CC1(C)CC(=O)C(C=Nc2ccc3cn[nH]c3c2)=C(O)C1	-0.033
Cc1onc(-c2ccccc2)c1C(=O)N1CC(C)OC(C)C1 (stereo not given)	0.22
CCOc1ccc(NC(=O)CN2CCN(CC(=O)Nc3ccc(Cl)c(C(F)(F)F)c3)CC2)cc1	-6.2*
C[C@@H]1C[C@H]2[C@@H]3CCC4=CC(=O)C=C[C@]4(C)[C@@]3(F)[C@@H](O)C[C@]2(C)[C@@]1(O)C(=O)COP(=O)(O)O	-1
O=C(O)CNC(=O)CCN1C(=O)c2ccccc2C1=O	1.2
O=S(=O)(c1ccc(Cl)s1)N1CCc2ccccc2C1	-2.3
COc1cccc(C(=O)Nc2c(C)n[nH]c2C)c1	0.18
CN(C)S(=O)(=O)c1ccc(C(=O)Nc2ccc(Cl)cc2)cc1	0.078
O=S1CC/C(=N\O)c2ccccc21 (stereo not given)	0.54
